From PubChem BioAssay
ADAM10 inh: inhibitors of human ADAM10; recombinant ADAM10, EDANS/DABCYL FRET peptide cleavage, 3 h; O14672; hit rate 0.62% among 370,000; inhibition, % at 7 µM;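 active = inhibition above a per-campaign cutoff equal to the mean of compounds falling between control-based bounds plus 3 SD, cut at about 20% in these data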;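 also: 0% = DMSO wells while the 100% control is not disclosed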
HGIII-sPLA2 inh: Blocks human group III sPLA2 activity | Q9NZ20 | QFRET BODIPY PC-A2 liposome hydrolysis, fluorescence | inhibition, % at 12.2 µM | hit rate 0.56% among 370,000;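 active = inhibition above mean plus 3 SD of compounds lying within the high and low control bounds, cut at about 19% in these data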;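 also: 0% = median of test compound wells and 100% = no enzyme DMSO wells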
ARFGAP1 inh: inhibits rat ARF GTPase activating protein 1; Q62848; hit rate 0.26% among 360,000; AID 651572; Arfgap1-stimulated ARF1 GTP hydrolysis, GDP FP detection; inhibition, % at 16.5 µM;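 active = inhibition above a per-plate limit, mean inhibition of low control wells plus 3 SD, cut at about 25% in these data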;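 also: 0% = DMSO wells with enzyme and 100% = wells lacking Arfgap1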
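Material: rat Arfgap1 catalytic domain, aa 1-136; also added: human ARF1(Δ1-17)-GTP substrate; compound dosing: one concentration, 16.5 µM, DMSO 1.26%; incubation: GTP hydrolysis reaction 2 h at 25 °C; measured by: Tracer-displacement fluorescence polarization with EDTA stop, 620/688 nm; evaluation: % inhibition from polarization; repeats: one replicate per compound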
ASAP1 inh: blocks human ASAP1-stimulated Arf1 GTP hydrolysis; GDP FP detection; Q9ULH1; inhibition, % at 16.5 µM; hit rate 0.19% among 360,000; AID 624377; in the data active = inhibition above about 25%;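 also: 0% = vehicle with enzyme and substrate and 100% = no enzyme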
Tn6 DDE FP: inhibitors of Tn6 peptide binding to human fibrin DD(E); hit rate 0.21% among 370,000; P02675; inhibition, % at 8.3 µM; Fibrin DD(E) TRITC-Tn6 fluorescence polarization displacement;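 active = inhibition above a per-campaign cutoff: mean of compounds within control limits plus 3 SD, cut at about 15% in these data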;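 also: 0% = median of all compound wells on the plate and 100% = blocking peptide control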
FXN GAA850 act: frataxin GAA850 promoter activation | activation, % at 6 µM | AID 540364 | hit rate 0.56% among 360,000 | HEK293 lucGAA850 FXN promoter luciferase reporter, 24 h; percent of 10 µM SAHA response;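 active = activation above the average of all compounds screened plus 3 SD, cutoff fixed separately per campaign, cut at about 7.5% in these data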;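 also: 0% = DMSO wells and 100% = 10 µM SAHA wells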
GC-A act: GC-A (human) enzyme activation | hit rate 0.14% among 370,000 | HEK293 GC-A cells, cGMP TR-FRET, EC30 ANP; 0% at EC30 ANP, 100% saturating ANP | P16066 | activation, % at 10 µM; in the data active = activation above about 40%
rCAG binder: molecules binding r(CAG) RNA repeats; r(CAG) RNA repeat, TO-PRO-1 dye displacement fluorescence; inhibition, % at 3 µM; hit rate 1.3% among 370,000;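 active = inhibition above the plate cutoff, the mean of all test compounds on that plate plus 3 SD, cut at about 35% in these data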;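 also: 0% = DMSO alone and 100% = 100 µM mitoxantrone as full dye displacement; higher means more dye released from RNA so lower well fluorescence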
NPR2 activator: GC-B (human) receptor activation. activation, % at 10 µM. hit rate 0.11% among 370,000. P20594. HEK293-GC-B cells, CNP EC30, cGMP TR-FRET; 0% at EC30 CNP, 100% saturating CNP. AID 1920062;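 active = activation at 10 µM reaching about 35% in either raw or pattern-adjusted values, limit read from the data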
Target sequence (P20594 whole entry, looked up): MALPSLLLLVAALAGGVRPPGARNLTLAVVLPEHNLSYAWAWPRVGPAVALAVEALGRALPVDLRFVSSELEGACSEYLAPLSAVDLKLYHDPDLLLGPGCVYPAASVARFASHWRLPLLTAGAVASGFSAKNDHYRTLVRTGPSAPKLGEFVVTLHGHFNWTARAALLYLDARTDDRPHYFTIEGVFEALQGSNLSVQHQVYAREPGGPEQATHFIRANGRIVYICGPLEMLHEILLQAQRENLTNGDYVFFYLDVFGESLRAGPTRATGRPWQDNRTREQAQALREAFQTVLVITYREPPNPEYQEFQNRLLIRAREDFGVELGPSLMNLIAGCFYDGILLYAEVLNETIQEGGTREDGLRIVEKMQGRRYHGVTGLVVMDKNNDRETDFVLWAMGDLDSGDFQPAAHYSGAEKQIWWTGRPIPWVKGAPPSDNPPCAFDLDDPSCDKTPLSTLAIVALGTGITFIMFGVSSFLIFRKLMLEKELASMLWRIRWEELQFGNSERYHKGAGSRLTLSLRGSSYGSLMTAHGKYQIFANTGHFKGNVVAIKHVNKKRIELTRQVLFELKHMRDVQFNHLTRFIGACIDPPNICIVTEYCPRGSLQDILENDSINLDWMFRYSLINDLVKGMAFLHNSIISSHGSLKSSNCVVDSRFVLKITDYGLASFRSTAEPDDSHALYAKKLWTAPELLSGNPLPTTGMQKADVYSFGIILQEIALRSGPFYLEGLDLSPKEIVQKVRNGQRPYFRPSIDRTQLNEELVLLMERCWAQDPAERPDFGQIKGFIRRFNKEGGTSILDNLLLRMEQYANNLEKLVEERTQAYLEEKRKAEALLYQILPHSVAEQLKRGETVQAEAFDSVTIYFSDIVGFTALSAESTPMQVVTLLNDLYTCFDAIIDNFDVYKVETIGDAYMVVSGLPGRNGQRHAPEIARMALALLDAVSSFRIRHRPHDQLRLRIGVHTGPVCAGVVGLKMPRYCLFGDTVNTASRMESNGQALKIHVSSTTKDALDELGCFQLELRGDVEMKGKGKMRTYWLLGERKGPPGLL
KLK7 zymogen act: proKLK7 (human) activation, primary screen | activation, % at 7 µM | AID 652039 | P49862 | hit rate 0.9% among 370,000 | purified proKLK7, EDANS-DABCYL substrate fluorescence; 100% is mature enzyme control, 0% vehicle;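 active = activation above the mean of all tested compounds plus 3 SD, computed per campaign excluding outliers beyond control limits, cut at about 13% in these data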
An asterisk follows results filed as active; i = inactive; . = not tested or not shown.

canonical_smiles	ADAM10 inh	HGIII-sPLA2 inh	ARFGAP1 inh	ASAP1 inh	Tn6 DDE FP	FXN GAA850 act	GC-A act	rCAG binder	NPR2 activator	KLK7 zymogen act
CCOc1ccc(-c2nnn(CC(=O)NCc3ccc4c(c3)OCO4)n2)cc1	-5	8	29*	-3	1	-3.0	0	5	1	0.2
CCc1ccc(/C=C2/SC(=S)N(CCC(=O)Nc3cccc(C(=O)O)c3)C2=O)cc1	-2	0	1	-10	2	-1.0	1	8	0	0.2
COc1ccc(NC(=O)c2ccc3nccnc3c2)cc1	-2	0	2	0	-1	3.8	-1	-2	1	-0.8
CCOC(=O)c1cnc(-n2[nH]c(C)cc2=O)[nH]c1=O	-11	3	-5	7	-4	0.3	2	1	1	0.1
COc1ccc(-c2nnc(NC(=O)c3ccc(S(=O)(=O)N4COCC4(C)C)cc3)o2)cc1	9	-18	-9	9	3	-2.8	-4	46*	2	-0.2
COCCNC(=O)CSc1nc2cc(OC)c(OC)cc2c(=O)n1Cc1ccco1	-6	9	3	13	-1	-0.2	-2	-6	-6	-0.8
COc1cc(/C=C(/C#N)c2ccccc2F)ccc1OCc1ccccc1	-4	5	4	-2	2	0.4	-1	5	1	-0.9
O=C(NCc1ccc2c(c1)OCO2)NC1CCCCC1	-1	2	3	4	0	-0.1	-3	-2	-4	0.0

Next section.
canonical_smiles	ADAM10 inh	HGIII-sPLA2 inh	ARFGAP1 inh	ASAP1 inh	Tn6 DDE FP	FXN GAA850 act	GC-A act	rCAG binder	NPR2 activator	KLK7 zymogen act
COc1ccc(CC(=O)NC(C)CCc2ccccc2)cc1OC (configuration not stated)	2	5	-9	-2	1	1.9	-3	0	-1	0.0
NCCCNC(=O)Cn1c(=O)c2c3c(sc2n(Cc2ccccc2)c1=O)CCCC3	-7	-4	12	5	-5	0.6	2	11	2	-0.3
Cc1cc(-n2cnc3c(=O)[nH]cnc32)ccc1N	5	-11	3	-3	-4	-0.4	20	4	19	-0.2
O=C(c1ccco1)N1CCCC(c2nc(-c3ccc(S(=O)(=O)NCc4ccccc4)cc3)no2)C1 (configuration not stated)	13	-26	12	17	-13	-2.4	-2	1	-2	-0.1
Cc1ccc(OCC(=O)N(Cc2cccs2)C2CCS(=O)(=O)C2)cc1C (configuration not stated)	7	-7	-6	11	-4	0.9	0	-3	-2	0.6
CCCn1cc(S(=O)(=O)c2ccccc2)c(=O)c2cc(OC)c(OC)cc21	-17	1	-1	5	-4	2.2	8	-2	-1	0.1
COc1cc(NC(=O)c2cc(C)nc3ccccc23)cc(OC)c1	-8	2	-2	-2	0	0.3	-3	1	-3	-0.1
O=C(Nc1ccccc1N1CCCCC1)c1ccc(F)cc1	0	-1	-6	8	0	0.3	2	-5	1	0.9

(continued)
canonical_smiles	ADAM10 inh	HGIII-sPLA2 inh	ARFGAP1 inh	ASAP1 inh	Tn6 DDE FP	FXN GAA850 act	GC-A act	rCAG binder	NPR2 activator	KLK7 zymogen act
CC(=O)Nc1ccc(S(=O)(=O)C(C#N)c2nc3ccccc3nc2NCCCO)cc1 (configuration not stated)	i	-3	4	-4	2	-0.1	-7	3	-4	39*
O=C(CN1CCN(C(=O)c2ccc(OCc3cn4ccccc4n3)cc2)CC1)Nc1cccc(F)c1	-16	7	1	8	4	0.6	-3	3	1	-0.1
O=C(O)c1ccc2c(c1)C(=O)N(CCC1=CCCCC1)C2=O	9	2	11	4	4	-1.6	0	9	-6	0.3
Cc1nccn1CCc1n[nH]c(=S)n1Cc1ccccc1	-2	-2	-3	-1	-3	-2.4	0	-2	1	0.4
O=C(Nc1ccc(Cl)c(S(=O)(=O)N2CCOCC2)c1)c1cn2ccccc2n1	-6	5	-3	3	1	0.3	-1	-2	6	-0.1
COc1ccccc1C(=O)NC(=S)/C=C1/N(C)c2ccccc2C1(C)C	14	20*	-1	17	3	-1.9	0	-5	-6	0.8
Cc1nc(N2CCC(C(N)=O)CC2)c2c(-c3cccs3)csc2n1	0	-6	11	6	-3	-4.8	-3	0	-3	0.1
O=C(CN1CCCc2ccccc21)Nc1cccc(S(=O)(=O)N2CCOCC2)c1	-28	-2	10	3	-3	2.3	1	5	3	-1.7

The list continues:
canonical_smiles	ADAM10 inh	HGIII-sPLA2 inh	ARFGAP1 inh	ASAP1 inh	Tn6 DDE FP	FXN GAA850 act	GC-A act	rCAG binder	NPR2 activator	KLK7 zymogen act
Cc1ccccc1NS(=O)(=O)c1nnc(NC(=O)c2ccccc2C)s1	-9	-16	-17	-5	-3	1.1	3	13	-3	0.2
Cc1scc(C(=O)N2CCN(S(C)(=O)=O)CC2)c1-c1ccccc1	-5	5	3	6	6	0.1	1	4	0	0.1
N#C/C(C(=O)NCc1ccco1)=C1/SC(Cc2ccc(Cl)cc2)C(=O)N1c1ccccc1 (configuration not stated)	8	-40	8	-12	0	2.6	-3	4	3	-0.2
NC(=O)C1CCN(C(=O)CSCc2ccccc2Cl)CC1	-5	6	-2	1	2	1.6	-4	0	2	-0.2
O=C(c1cc(-c2ccc(O)cc2)on1)N1CCN(c2ccc(F)cc2)CC1	8	-23	22	-11	-2	2.6	-2	4	-1	0.7
COc1ccc(CSc2nnc(-c3cccc(C)c3)n2C)cc1	-2	12	.	.	-5	.	-4	0	-6	-0.7
NC(=O)Cc1ccc(C(=O)c2ccccc2F)s1	13	-12	9	1	-1	0.7	7	3	0	-0.1
Cc1noc(-c2ccccc2)c1NC(=O)Nc1ccc(Cl)cc1	18	-5	-6	4	-2	-1.7	0	4	-2	0.2

(continued)
canonical_smiles	ADAM10 inh	HGIII-sPLA2 inh	ARFGAP1 inh	ASAP1 inh	Tn6 DDE FP	FXN GAA850 act	GC-A act	rCAG binder	NPR2 activator	KLK7 zymogen act
O=C(Cc1coc2ccc3ccccc3c12)N1CCCC1	-2	-2	-7	-17	10	0.5	-3	-2	4	-0.1
Cc1nnc(SCc2ccccc2)n1N	8	-3	-2	9	-7	-0.8	0	2	1	0.5
COCCNc1nnc(Cc2ccccc2)c(=O)[nH]1	8	1	-6	0	2	2.5	-1	-2	4	-0.2
Cc1nc(SC(C)C)[nH]c(=O)c1Cc1ccccc1	-4	-4	7	0	-4	0.3	4	1	8	0.6
COc1ccc(S(=O)(=O)NCCCCC(=O)O)cc1C(=O)O	-1	-2	-13	8	-1	2.4	1	1	0	-0.2
NS(=O)(=O)c1ccc(CCNC(=O)CSc2ccsc2[N+](=O)[O-])cc1	-2	-6	5	9	-2	2.0	1	18	5	0.1
Cc1ccc(-c2nnc(SCC(=O)OC(C)C)n2N)cc1	-1	1	1	7	9	2.1	2	-1	-1	0.3
COc1ccc(C2NC(=O)N(CCCC(=O)O)C(C)=C2C(=O)OCc2ccccc2)cc1 (configuration not stated)	7	1	-3	2	-4	.	1	8	-1	-0.4

Next part.
canonical_smiles	ADAM10 inh	HGIII-sPLA2 inh	ARFGAP1 inh	ASAP1 inh	Tn6 DDE FP	FXN GAA850 act	GC-A act	rCAG binder	NPR2 activator	KLK7 zymogen act
CN(C(=O)COC(=O)c1ccccc1C(=O)c1ccccc1)c1ccccc1	-1	-2	17	-1	-3	-2.5	-6	2	-5	-0.6
O=C(/C=C/C=C/c1ccccc1)CC1(O)C(=O)N(CCc2ccccc2)c2ccccc21 (configuration not stated)	21*	-9	-7	7	-12	-1.0	3	1	-1	0.6
CCC(c1nnnn1Cc1ccccc1)N1CCN(C/C=C/c2ccccc2)CC1 (configuration not stated)	-6	-16	2	-8	0	.	-1	-1	6	0.9
Cc1oc(-c2cccc(F)c2)nc1CN(Cc1ccccc1)C[C@@H]1CCC(=O)N1	7	-1	3	3	-4	-1.8	-16	-2	-9	0.7
OCCC1CN(Cc2cccc3c2OCO3)CCN1Cc1ccccc1 (configuration not stated)	-1	5	13	-1	-12	0.5	0	-5	0	-0.1
O=C(Cc1ncc(C(F)(F)F)cc1Cl)N1CCN(c2cccc(Cl)c2)CC1	1	-5	-11	4	-1	3.4	-2	-6	-3	0.1
CCOC(=O)CCCNC(=O)COc1ccccc1C#N	-3	-1	-9	2	2	-1.9	0	0	4	0.0
O=c1[nH]c(-c2ccccc2)cn1C1CCN(Cc2ccc(-c3nc4ccc(F)cc4nc3-c3ccccc3)cc2)CC1	-202	-20	6	7	-3	.	2	14	-2	-16

Other compounds.
canonical_smiles	ADAM10 inh	HGIII-sPLA2 inh	ARFGAP1 inh	ASAP1 inh	Tn6 DDE FP	FXN GAA850 act	GC-A act	rCAG binder	NPR2 activator	KLK7 zymogen act
Cc1cc(F)ccc1S(=O)(=O)N1CCCOC1CNC(=O)C(=O)NCCc1c[nH]c2ccccc12 (configuration not stated)	6	-90	1	9	5	-0.3	-5	3	3	0.0
O=C(CN(Cc1ccccc1)C(=O)c1csnn1)NCc1ccccc1	-2	-3	-6	8	-1	1.5	3	-3	4	0.2
CCOC(=O)NCc1ccc(S(=O)(=O)Nc2ccc(C)cc2)cc1	14	-8	-6	0	-3	0.7	0	7	3	-0.2
CCN(CC)CCn1c(NCc2cccc(OC)c2OC)nc2ccccc21	-9	-4	10	6	-5	-4.9	-2	-6	-4	0.3
COCCNC(=O)CN(C(=O)CCC(=O)Nc1ccccn1)c1ccccc1OC	4	6	11	7	0	0.8	5	-7	-1	0.1
CCCNC(=O)C(Cc1ccc(OC)cc1)NC(=O)c1ccc(Cl)cc1 (configuration not stated)	6	4	5	-9	-2	0.9	-4	-1	-4	-0.1
O=C(c1ccccc1Cc1ccccc1)N1CCN(S(=O)(=O)c2ccccc2)CC1	7	4	8	6	-3	1.3	-1	-9	0	-0.2
CCOC(=O)C1(Cc2ccccc2)CCCN(Cc2ccc(OCCO)cc2)C1 (configuration not stated)	0	-1	13	8	-6	1.5	-3	-11	2	0.6
Cc1ccc(NC(=O)N2CCC(C(=O)NCc3ccc(F)cc3)CC2)cc1	11	-5	-5	-10	-9	0.1	-3	-3	3	-0.4
C[C@@H]1CN([C@H](C)CO)C(=O)c2cc(Br)cnc2O[C@@H]1CN(C)C(=O)CC1CC1	9	-2	-4	0	2	-1.8	3	1	0	0.8

Compounds were not picked by outcome. About 4.5% of those tested had a hit in this group.
